From PubChem
aSyn tox rescue: alpha-synuclein toxicity suppression in yeast; Potency, µM (titrated, usually from 46.1 µM), inactives show at the highest dose growth rescue (activation), actives largely listed as activators; AID 1347070; S. cerevisiae alpha-synuclein toxicity rescue, BacTiter-Glo growth, 24 h; 0.02% of 94,000 active; active = well fitted activation curve with a large enough effect; inconclusive = small, poorly fitted or top-dose-only effect; note: 0% is about no effect
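Growth restoration measured by BacTiter-Glo luminescence after 24 hr at 30 deg C; alpha-synuclein yeast, raffinose-pregrown to mid-log, were added at OD600=0.02 in galactose medium onto pinned compounds.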
* = called active by the depositor; ? = inconclusive. Potency is the fitted concentration of half-maximal effect.

SMILES	aSyn tox rescue
CCC(C)NC(=O)c1ccc(N2CC3CC(C2)c2cccc(=O)n2C3)c(NC(=O)c2c(F)cccc2F)c1 (stereo not given)	0%
Cc1cccc(CSc2nc3c(sc4ccccc43)c(=O)n2CCC(=O)NC(C)C)c1	-8%
COc1ccccc1NC(=O)C1CCCN1S(=O)(=O)c1ccc(Cl)cc1 (stereo not given)	7%
Cc1cc(C)n(-c2ccc(C(=O)Nc3ccc(C)c(S(=O)(=O)N4CCOCC4)c3)cc2)n1	-1%
CCOc1ccc(NC(=O)Cn2cc(C(=O)c3ccc(F)cc3)c(=O)c3cc4c(cc32)OCO4)cc1	-6%
COc1ccc(C2c3ccc(O)cc3Oc3ncn4nc(-c5cccnc5)nc4c32)cc1OC (stereo not given)	0%
Cc1cccc2c(=O)cc(C(F)(F)F)[nH]c12	-23%
CC(=O)c1ccc(N2CCN(c3ccc4cc(S(=O)(=O)N5CCC(C)CC5)ccc4n3)CC2)cc1	4%
O=C(Cn1c(=O)n(-c2ccccc2)c(=O)c2c3c(sc21)CCC3)c1ccc(Br)cc1	1%
Cc1cccn2c(=O)c3cc(C(=O)NCC(C)C)sc3nc12	-4%
COc1ccccc1CN1COc2ccc3c(C)cc(=O)oc3c2C1	-5%
CCOC(=O)c1scc(-c2ccccc2)c1S(=O)(=O)N1CCN(c2ccc(Cl)cc2)CC1	1%
CCn1c(=NC(=O)c2cccc(N3C(=O)CCC3=O)c2)sc2c(OC)ccc(OC)c21	-5%
CC1(C)CC(=O)C(CC(=O)c2ccccc2)=C(NN=C(N)N)C1	-3%
COc1ccc(CNC(=O)C(c2ccncc2)N(C(=O)Cc2cccs2)c2cccnc2)cc1 (stereo not given)	5%
COc1ccc(OC)c(-c2noc(N3CCN(c4ccc(Cl)cc4)CC3)n2)c1	2%
CC(=NNC(N)=O)C1CC2CCC1CC2 (stereo not given)	4%
Cc1cc(F)ccc1NC(=O)C(C(C)C)N1Cc2ccccc2C1=O (stereo not given)	-2%
CCOC(=O)C1=C(CN2CCN(c3ccccc3OC)CC2)NC(=O)NC1c1ccccc1 (stereo not given)	-1%
COc1ccc(-n2c(SCC(=O)Nc3cc(C)on3)nc3c(c2=O)SC(C)C3)cc1 (stereo not given)	-9%
CCOC(=O)C(=O)Nc1ncc(Cl)s1	3%
O=C(COc1ccc(Br)cc1)Nc1cccc2cccnc12	2%
O[C@@H]1CN(Cc2cccs2)[C@@H](c2ccc(Cl)cc2)C[C@H]1n1cc(C2CC2)nn1	11%
COc1ccc([C@H]2C[C@H](O)[C@@H](n3cc(COC(=O)c4ccccc4)nn3)CN2Cc2cccs2)cc1	3%
COc1ccc(OCc2ccc(-c3nc(C#N)c(NCc4ccc(F)cc4)o3)o2)cc1	5%
CN(CC(=O)N/N=C/c1ccc(F)cc1)S(=O)(=O)c1ccccc1	-2%
C=CCNC(=S)N1CCN(C2CCCCC2)CC1	2%
COC(=O)c1ccc(-c2noc(CN3CCCC(CNC(C)=O)C3)n2)cc1 (stereo not given)	-10%
COC(=O)CCN(C(=O)c1c(C)oc2ncnc(N3CCOCC3)c12)c1ccccc1	-7%
CCOc1ccc(C(=O)C(C)OC(=O)C2CCN(c3ccc(C(F)(F)F)cn3)CC2)cc1 (stereo not given)	-11%
COc1ccc(-n2c(CC3C(=O)N(C)c4ccc(C)cc43)nc3ccccc3c2=O)cc1 (stereo not given)	-2%
Cc1noc(C)c1S(=O)(=O)N(CC(=O)NCCc1ccc(Cl)cc1)c1ccc(C(C)C)cc1	-1%
COc1ccc2c(c1)c1c(c(=O)n(Cc3ccccc3)c(=O)n1CC(=O)Nc1ccc(C)cc1C)n2C	1%
C[C@H](CO)N1C[C@H](C)[C@H](CN(C)C(=O)Nc2cccc(Oc3ccccn3)c2)OCc2cnnn2CCCC1=O	4%
CCCc1nnc(NC(=O)c2cc(=O)c3ccccc3o2)s1	2%
CC(NC(=O)C(C)N1c2cccc3cccc(c23)S1(=O)=O)c1ccccc1 (stereo not given)	-2%
O=C(CSc1oc(-c2cccs2)nc1S(=O)(=O)c1ccc(F)cc1)NCC1CCCO1 (stereo not given)	-4%
Cc1ccc(OCC(=O)Nc2ccc(-c3nc4ccc(C)cc4o3)cc2)cc1	9%
CN1CCN(C(=O)Cn2ncc3c4ccccc4n(Cc4ccc(Cl)cc4)c3c2=O)CC1	5%
Cc1ccccc1-n1nc2c(c1NC(=O)C1CC1)CS(=O)(=O)C2	4%

Laid out differently: results already given
Cc1ccccc1-n1nc2c(c1NC(=O)C1CC1)CS(=O)(=O)C2
  aSyn tox rescue: 4%

CN1CCN(C(=O)Cn2ncc3c4ccccc4n(Cc4ccc(Cl)cc4)c3c2=O)CC1
  aSyn tox rescue: 5%

COc1ccc2c(c1)c1c(c(=O)n(Cc3ccccc3)c(=O)n1CC(=O)Nc1ccc(C)cc1C)n2C
  aSyn tox rescue: 1%

CN(CC(=O)N/N=C/c1ccc(F)cc1)S(=O)(=O)c1ccccc1
  aSyn tox rescue: -2%

Taken from above.
Cc1noc(C)c1S(=O)(=O)N(CC(=O)NCCc1ccc(Cl)cc1)c1ccc(C(C)C)cc1 in aSyn tox rescue: -1%
O=C(CSc1oc(-c2cccs2)nc1S(=O)(=O)c1ccc(F)cc1)NCC1CCCO1 (stereo not given) in aSyn tox rescue: -4%
Cc1ccc(OCC(=O)Nc2ccc(-c3nc4ccc(C)cc4o3)cc2)cc1 in aSyn tox rescue: 9%
C=CCNC(=S)N1CCN(C2CCCCC2)CC1 in aSyn tox rescue: 2%
COC(=O)c1ccc(-c2noc(CN3CCCC(CNC(C)=O)C3)n2)cc1 (stereo not given) in aSyn tox rescue: -10%

Next records:
SMILES	aSyn tox rescue
Cc1ccc([C@@H]2CC(=O)[C@@H]3CN(S(=O)(=O)c4ccc(C)cc4)[C@H](c4ccccc4)C[C@@H]3N2S(=O)(=O)c2ccc(Cl)cc2)cc1	-8%
Nc1nc2ccc(C(=O)N3CCCCC3)cc2s1	8%
CCOC(=O)c1c(NC(C)=O)c2c3c(sc2n1Cc1nc(-c2ccccc2OCC)oc1C)CCCC3	-1%
COc1ccccc1C(=O)NCCC(=O)N1CC(C)OC(C)C1 (stereo not given)	-5%
COc1ccc(Cn2ccnc2SCC(=O)Nc2cc(C(F)(F)F)ccc2Cl)cc1	-2%
CNC(=O)C[C@H]1C(=O)N(Cc2ccccc2)C[C@@H]1C	2%
CCN(CC)c1ccc(NS(=O)(=O)c2ccc(-c3cnc(C4CC4)o3)cc2)c(C)c1	-3%
COc1ccc(NC(=O)Cn2c(=O)n(CCCC(=O)NCCc3ccc(C)cc3)c(=O)c3ccccc32)cc1Cl	4%
CCN(CC(=O)Nc1ccc2c(c1)OCCO2)C(=O)c1cc(S(=O)(=O)N2CCOCC2)ccc1F	-2%
O=C(c1ccc(NC2=NC3CS(=O)(=O)CC3S2)cc1)N1CCN(c2ccc(F)cc2)CC1 (stereo not given)	-3%
N#CCCn1cc(C(N)=O)c(-c2cccs2)n1	-6%
COc1ccc(NC(=O)CSC2=Nc3ccccc3C3=NC(CC(=O)NCCc4ccccc4)C(=O)N23)cc1 (stereo not given)	0%
CC(C)Oc1ccc(CC2CCC(=O)N(C)C2=O)cc1 (stereo not given)	-3%
C/C(=N\NC(=O)COc1ccc(C)cc1[N+](=O)[O-])c1cccs1	1%
CCOC(=O)c1cnc2ccc(OC)cc2c1NCCc1ccc(OC)c(OC)c1	3%
CCn1c(SCC(=O)Nc2cc(Cl)ccc2OC)nc2c([nH]c3ccccc32)c1=O	1%
COc1ccc(C)cc1S(=O)(=O)N1CCN(C(=O)c2ncoc2-c2ccccc2F)CC1	4%
CCOC(=O)c1scc(-c2ccc(C)cc2)c1S(=O)(=O)Nc1cc(OC)ccc1OC	-17%
C=CCNC(=O)c1ccccc1NC(=O)c1ccccc1SC	-1%
Cc1nn(-c2ccccc2)c(Cl)c1/C=N/Nc1nnc(C)c(=O)[nH]1	6%

Structures shown so far that contain a furan ring, fused or not:
SMILES	aSyn tox rescue
COc1ccc(OCc2ccc(-c3nc(C#N)c(NCc4ccc(F)cc4)o3)o2)cc1	5%
COC(=O)CCN(C(=O)c1c(C)oc2ncnc(N3CCOCC3)c12)c1ccccc1	-7%

(continued)
SMILES	aSyn tox rescue
COc1ccc(CCNC(=O)COc2cc(O)c3c(c2)OC(C)(C)CC3=O)cc1	3%
CNC(=O)C1CCC(Cn2c(=O)c3sccc3n(CC(=O)NCc3ccccc3)c2=O)CC1 (stereo not given)	-4%
CC1(C)CC(NC(=O)c2sc3cc(Cl)ccc3c2Cl)CC(C)(C)N1	-6%
Cc1cc(NC(=O)CCC(=O)N(Cc2ccco2)C(C(=O)NC2CCCC2)c2ccccc2F)no1 (stereo not given)	3%
O=C(NC1CC1)c1cc(Cl)nc2ccccc12	4%
CCOCCCn1c(SCC(=O)Nc2ccc(C(C)C)cc2)nc2c(sc3ccccc32)c1=O	-6%
CCOC(=O)C(=CNc1ccc(Oc2cccnc2)nc1)C(=O)OCC	14%
Cc1noc(C)c1C(=O)Nc1cc(S(=O)(=O)N2CCCCC2)ccc1N(C)C	5%
Cc1ccc(NC(=O)C2CCCN(C(=O)Nc3ccc(F)cc3)C2)cc1 (stereo not given)	11%
COc1ccc(Cl)cc1NC(=O)CSC1=NN2CCCC(=O)N=C2S1	12%
Cc1ccc(C2CC(c3ccc(Cl)cc3)n3nc(N)nc3N2)cc1 (stereo not given)	4%
O=C(COC(=O)Cc1ccccc1F)Nc1ccc(Cl)cn1	-9%
CCN(CC)C(=S)Nc1cc(C(=O)OC)ccc1C(=O)OC	5%
C[C@H]1CN([C@@H](C)CO)C(=O)CCCn2nncc2CO[C@@H]1CN(C)Cc1ccc2c(c1)OCCO2	-7%
COc1ccc(/C=C(\C#N)C(=O)NCc2ccccc2)cc1	7%
COc1ccc(S(=O)(=O)N(CC(=O)N2CCCCCC2)c2ccccc2OC)cc1	-8%
CC(=O)c1sc(NS(=O)(=O)c2ccc(C)cc2)nc1C	-1%
Cc1ccn2cc(CCNS(=O)(=O)c3ccc(F)c(C(F)(F)F)c3)nc2c1	6%
COc1cc(C(=O)N(Cc2ccc(F)cc2)Cc2ccco2)cc(OC)c1OC	0%
CCOC(=O)c1ccc(NC(=O)C2=C(C)C(=O)OC23CCN(C(C)C)CC3)cc1	-8%

Gathered by group, the compounds so far with a cyano group
SMILES	aSyn tox rescue
COc1ccc(OCc2ccc(-c3nc(C#N)c(NCc4ccc(F)cc4)o3)o2)cc1	5%
N#CCCn1cc(C(N)=O)c(-c2cccs2)n1	-6%
COc1ccc(/C=C(\C#N)C(=O)NCc2ccccc2)cc1	7%

New compounds follow:
SMILES	aSyn tox rescue
Cc1ccc(C(=O)c2oc3ccccc3c2NC(=O)c2cc(=O)c3ccccc3o2)cc1	?
COc1ccc(-n2c(=O)c(CCC(=O)N(C)Cc3cccs3)nc3ccccc32)cc1	5%
Cc1cc(NS(C)(=O)=O)c(=O)n(Cc2cccc(C(F)(F)F)c2)c1	12%
O=C1C2C3c4ccccc4C(c4ccccc43)[C@@H]2C(=O)N1c1cccnc1 (stereo not given in full)	1%
COc1ccc2c(c1)c(CC(=O)Nc1c(C)cccc1C)c(C)n2C(=O)c1ccc(Cl)cc1	11%
COc1ccc(COC(=O)C2CCN(S(=O)(=O)c3ccc(C)cc3)CC2)cc1	-1%
COc1ccc(NC(=O)C[C@H]2C(=O)N(c3ccc(Br)cc3)C[C@@H]2CSC)cc1	-3%
O=C(O)c1cccc(NC(=O)c2cc(-c3cccc(Cl)c3)nc3ccccc23)c1	13%
CCOC(=O)N1CCN(C(=O)CSc2ncnc3sccc23)CC1	5%
Cc1ccc(-c2ccc(CN3C(CC(C)C)C(=O)N(Cc4cn(CCC5OCCO5)nn4)CCS3(=O)=O)cc2)cc1 (stereo not given)	0%
C[C@H](NC(=O)c1ncn2c1C(=O)NC[C@H]2C)c1ccccc1	3%
COc1ccc(CCNC(=O)c2ccc([N+](=O)[O-])cc2)cc1	-7%
CCCNC(=O)COC(=O)c1ccc(-c2ccccc2)cc1	-3%
COc1ccc(NC(=O)CSc2ncccc2C(=O)O)cc1OC	-2%
CCOc1ccc2nc(NC(=O)c3nc(SCc4ccccc4F)ncc3Cl)sc2c1	1%
NC(=O)c1ccsc1NC(=O)COC(=O)/C=C/c1ccccc1	-15%
CCn1c(Cc2ccccc2)n[nH]c1=S	4%
C[C@@H]1CN([C@@H](C)CO)C(=O)CCCn2nncc2CO[C@H]1CN(C)C(=O)Nc1ccccc1F	-3%
Cc1scc(C(=O)NNC(=O)CCC(=O)O)c1C	-6%
CCc1ccc(NC(=O)CSc2nc3c(sc4ccccc43)c(=O)n2CCCOC(C)C)cc1	-21%
O=S(=O)(Cc1ccc(Cl)cc1)Nc1ccc(Cl)cn1	4%
COc1ccccc1N1CCN(C(=O)C2CCN(S(=O)(=O)Cc3ccccc3)CC2)CC1	13%
CCCc1nnc(SCC(=O)NC2CC2)n1C	-13%
COc1ccc(NC(=O)Cn2cc(S(=O)(=O)Cc3ccccc3)c3ccccc32)c(OC)c1	-7%
CCc1ccc(-c2nc(-c3cc4ccccc4oc3=O)sc2C)cc1	-2%
Cc1cccc(N2CCN(c3nc4ccccc4c4nnc(C)n34)CC2)c1C	3%
COc1cccc(-c2nn(C)c3sc(C(=O)NCc4cc(OC)ccc4OC)cc23)c1	1%
O=C(CN1C(=O)NC2(CCCC2)C1=O)OCCOc1ccccc1Cl	2%
O=c1[nH]nc(SCCS(=O)(=O)c2ccc(F)cc2)n1-c1ccccc1C(F)(F)F	4%
Cc1ccc(C(=O)CCC(=O)N2CCN(c3ccccc3O)CC2)cc1	3%
CC(=O)N1CCN(c2ccc(Oc3ccc([N+](=O)[O-])c(C(F)(F)F)c3)cc2)CC1	6%

Not all compounds are listed. The share of hits here may be higher or lower than overall.
